Screening results (PubChem BioAssay)
GAA850 FXN act = activators of GAA850 frataxin (FXN) promoter. AID 540364. HEK293 lucGAA850 FXN promoter luciferase reporter, 24 h; percent of 10 µM SAHA response. activation, % at 6 µM. actives 0.56% (n = 360,000);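 active means activation above the average of all compounds screened plus 3 SD, cutoff fixed separately per campaign, cut at about 7.5% in these data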;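 further: 0% = DMSO wells and 100% = 10 µM SAHA wells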
ssDAF-12 act = S. stercoralis DAF-12 activation, primary screen; actives 1% (n = 370,000); AID 652126; activation, % at 6.8 µM; HEK293 ssDAF-12/GRIP1 lit1-tk-luc reporter, luminescence; % of 3 µM dafachronic acid response;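 active means activation above the mean over all tested compounds plus 3 SD, cut at about 0.9% in these data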;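 further: 0% = DMSO-only wells and 100% = 3 µM delta7-dafachronic acid wells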
SMARCA2 act = increases SMARCA2 function in MMTV reporter cells. MG213 cells, MMTV-luciferase reporter, dexamethasone, overnight. activation, % at 9.1 µM. actives 1% (n = 370,000); in the data active means activation above about 7.8%;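 further: 0% = vehicle wells and 100% = reference activator wells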
hgDAF12 agonist = agonists of H. glycines DAF-12 nuclear receptor; HEK293 GAL4-hgDAF12 UAS-luciferase reporter, agonist luminescence; normalized to butyrate control; activation, % at 6.8 µM; actives 1.8% (n = 370,000); AID 687014;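 active means activation above a cutoff set at the mean of all screened compounds plus 3 SD, cut at about 10% in these data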;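 further: 0% = DMSO wells and 100% = sodium butyrate wells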
hcDAF-12 act = H. contortus DAF-12 activation, primary screen | AID 652067 | activation, % at 6.8 µM | HEK293 hcDAF-12 lit1-tk-luc reporter, luminescence; 0% DMSO, 100% Δ7-dafachronic acid | actives 1.4% (n = 370,000);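 active means activation above the mean of all tested compounds plus 3 SD, cut at about 5.5% in these data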;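 further: 100% = response to 3 µM Δ7-dafachronic acid high control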
PLC-beta3 inh = blocks human PLC-beta3 enzyme activity; Purified PLC-beta3, fluorogenic substrate, fluorescence; inhibition, % at 12.2 µM; actives 0.18% (n = 370,000); AID 720704; in the data active means inhibition above about 11%;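 further: 0% = median of compound wells on plate and 100% = full blocker control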
HGIII-sPLA2 inh = Inhibits HGIII-sPLA2 liposome hydrolysis, primary screen; Q9NZ20; QFRET BODIPY PC-A2 liposome hydrolysis, fluorescence; inhibition, % at 12.2 µM; actives 0.56% (n = 370,000);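 active means inhibition above mean plus 3 SD of compounds lying within the high and low control bounds, cut at about 19% in these data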;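 further: 0% = median of test compound wells and 100% = no enzyme DMSO wells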
DAX1 inh-1 = inhibitors of human orphan nuclear receptor DAX1 (NR0B1); P51843; HEK293 Gal4-DAX1 luciferase reporter, luminescence; inhibition, % at 6.75 µM; actives 0.99% (n = 340,000); AID 504766;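 active means inhibition above the mean over all tested compounds plus 3 SD, cut at about 4.2% in these data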;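 further: 0% = DAX1-transfected cells with DMSO and 100% = empty-vector control cells with DMSO; inhibition shows as a rise in luminescence from relieved DAX1 repression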
Target sequence (P51843 207-470 limits assumed): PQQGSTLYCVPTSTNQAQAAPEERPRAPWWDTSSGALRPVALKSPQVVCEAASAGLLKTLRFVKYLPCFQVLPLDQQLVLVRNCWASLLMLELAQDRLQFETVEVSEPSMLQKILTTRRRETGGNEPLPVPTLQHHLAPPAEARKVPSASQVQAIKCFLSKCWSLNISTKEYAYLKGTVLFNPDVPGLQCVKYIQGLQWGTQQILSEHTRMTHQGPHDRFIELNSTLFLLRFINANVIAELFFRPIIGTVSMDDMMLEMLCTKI
DAX1 inh-2 = blocks DAX1 repression of SF-1 activated StAR promoter; HEK293T StAR-luciferase reporter, SF-1/DAX-1 repression relief; inhibition, % at 6.8 µM; actives 1.1% (n = 370,000); AID 652010;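 active means inhibition above the mean over all tested compounds plus 3 SD, cut at about 3.6% in these data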;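 further: 0% = DAX-1 cells with DMSO and 100% = cells lacking DAX-1 with DMSO; higher inhibition means more luminescence from relief of DAX-1 repression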
NR1D1 modulator = modulates human Rev-erb alpha binding to DNA; P20393; Rev-erbα–FITC-DNA binding, fluorescence polarization, 90 min; activity, % at 10 µM; actives 0.79% (n = 370,000); AID 1259318;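 active means activity above about 14%, limit read from the data; passing the limit was not always enough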;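 further: 0% = DMSO wells with 35 nM protein and 100% = DMSO wells with 750 nM protein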
Target sequence (P20393 whole entry, looked up): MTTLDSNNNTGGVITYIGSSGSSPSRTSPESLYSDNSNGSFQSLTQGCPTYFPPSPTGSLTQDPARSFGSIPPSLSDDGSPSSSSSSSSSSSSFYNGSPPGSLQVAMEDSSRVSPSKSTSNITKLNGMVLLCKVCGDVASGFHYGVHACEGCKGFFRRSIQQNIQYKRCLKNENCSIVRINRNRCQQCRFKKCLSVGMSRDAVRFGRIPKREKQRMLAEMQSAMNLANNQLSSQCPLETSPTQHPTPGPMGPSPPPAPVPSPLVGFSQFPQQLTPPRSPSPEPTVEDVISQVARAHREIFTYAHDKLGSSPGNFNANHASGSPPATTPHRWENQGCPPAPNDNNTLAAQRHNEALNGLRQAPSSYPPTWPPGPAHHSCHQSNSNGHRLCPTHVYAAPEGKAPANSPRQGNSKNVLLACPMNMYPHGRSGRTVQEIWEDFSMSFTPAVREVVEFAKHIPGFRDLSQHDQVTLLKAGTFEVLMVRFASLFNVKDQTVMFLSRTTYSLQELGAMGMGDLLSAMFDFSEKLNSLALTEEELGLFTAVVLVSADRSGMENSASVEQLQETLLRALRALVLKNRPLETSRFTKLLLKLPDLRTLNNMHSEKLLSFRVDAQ
PG9 binder = small molecules binding HIV-1 gp120 antibody PG9; TR-FRET gp120-PG9 antibody binding; inhibition, % at 6.7 µM; actives 0.43% (n = 360,000); AID 624416; in the data active means inhibition above about 8.5%
Numbers without * were called inactive; nt = no result given.

The line under a structure holds: PG9 binder, PLC-beta3 inh, GAA850 FXN act, DAX1 inh-2, ssDAF-12 act, DAX1 inh-1, hcDAF-12 act, HGIII-sPLA2 inh, SMARCA2 act, NR1D1 modulator, hgDAF12 agonist
1	Nc1nc(-c2ccc(Br)cc2)cc(C(F)(F)F)n1
 : 1.1, -3, 3.7, 0.3, -1.1, -0.2, -0.9, 1, -3, -3, -0.6
2	Cc1cc(C)cc(N(CCC#N)C(=O)COC(=O)c2ccccc2SCC(=O)N2CCCC2)c1
 : -1.4, -7, 0.0, -0.2, -1.2, -0.2, -1.1, -4, 1, -1, -1.2
3	Fc1ccc(-c2csc3[n+]2CCS3)cc1
 : -0.9, -1, -0.1, 0.4, -0.8, -1.4, -1.5, 3, -7, 0, -4.4
4	Cn1c(=O)[nH]c(=O)c2c1nc1n2CC(COc2ccc3ccccc3c2)O1 (stereo not drawn)
 : 0.3, -4, 1.3, 0.6, -1.2, -0.3, 3.7, 9, 1, -4, 2.9
5	COc1ccc(-c2cc(C3CCN(c4ccc(C(C)=O)cc4[N+](=O)[O-])CC3)[nH]n2)cc1
 : -2.2, 3, -1.3, -3.0, -2.0, -1.9, -2.3, -53, -7, 3, -2.2
6	CC(C)c1ccc(OC(=O)c2ccc3c(=O)n4c(nc3c2)CCC4)cc1
 : 0.4, -4, 0.7, 1.6, -0.3, -0.1, -0.9, -2, -2, 2, -3.3
7	COC(=O)[C@]12C[C@H](CC(=O)N3CCSCC3)C(=O)N(Cc3ccco3)C1=C[C@H](C(C)(C)C)O[C@@H]2C
 : nt, 0, nt, -1.0, -1.5, nt, -1.0, -3, -3, -1, 4.2
8	Cc1ccc(S(=O)(=O)CCC(=O)OCc2ccc(S(=O)(=O)C(C)C)cc2)cc1
 : 0.4, 4, 3.0, 0.1, -1.0, 0.7, -1.7, -5, 1, 7, -2.0
9	COc1cccc(CC2(CO)CCCN(Cc3ccc4c(c3)OCCO4)C2)c1 (stereo not drawn)
 : -0.9, 2, -1.2, 1.2, -1.1, 0.2, 2.6, -3, -2, 2, -1.6
10	O=C(N/N=C/C(Cl)=C\c1ccccc1)c1cccs1
 : -2.0, -11, 3.4, 2.2, 1.4*, 2.6, 4.5, -6, 2, 0, 18*
11	CC(C)(C)NC(=O)COc1ccc(CNc2ccc3[nH]c(=O)[nH]c3c2)cc1
 : -0.6, -314, 2.7, -0.4, -0.8, 0.5, 0.1, -5, -2, 8, 1.0
12	COc1ccccc1NC(=O)CC1S/C(=N/N=C(\C)C2CCCCC2)NC1=O (stereo not drawn)
 : 0.7, -2, 1.5, 1.2, -1.1, 0.0, 0.8, -5, 2, -3, 3.9
13	CN(Cc1ccc(C(C)(C)C)cc1)C(=O)C1CCN(C(=O)Nc2ccccc2)CC1
 : 2.5, -1, 0.1, -2.1, -1.4, 7.6*, -2.7, 4, -2, -7, -3.4
14	Cc1nn(C)c(Cl)c1CN1CCCC(C(=O)Nc2cccc(-n3cccn3)c2)C1 (stereo not drawn)
 : -1.2, -7, 0.5, -5.3, -1.0, -1.3, -1.2, -6, -3, 2, -4.4
15	COc1ccc(S(=O)(=O)N2CCCCCC2)cc1N(C)S(=O)(=O)c1ccc(Cl)cc1
 : 0.9, 4, -3.0, 0.2, -1.3, -1.6, -0.6, 4, 2, 0, 3.3
16	CCOc1ccc(S(=O)(=O)NCCc2ccccn2)cc1
 : 0.5, -5, -1.1, -0.5, -1.5, -0.7, -0.1, -6, -2, -3, 0.7
17	Cc1ccc2occ(/C=C/C(=O)O)c(=O)c2c1
 : -0.7, -2, -1.6, 0.4, -1.1, 1.3, 1.5, 5, 1, 1, -0.2
18	CCc1nc2ccc(C(=O)NCCOc3ccc(OC)cc3)cn2c1N(C)CCCc1ccccc1
 : -3.3, -2, -1.4, 2.0, -1.4, nt, -1.1, 2, -3, -4, -2.2
19	O=C(CSCc1cccc(CSCC(=O)Nc2ccc3ccccc3c2)n1)Nc1ccc2ccccc2c1
 : -0.4, 3, 7.5, -0.2, -1.2, 0.1, 0.6, -1, 0, 2, 1.8
20	COc1ccc(CN(Cc2ccccn2)C(=O)CN2C(=O)C(C)Oc3ccccc32)cc1 (stereo not drawn)
 : 0.6, 4, -1.9, -1.7, -1.9, 0.7, -1.8, -1, -1, 2, -1.6

Looked up by structure from above:
The line under a structure holds: PG9 binder, PLC-beta3 inh, GAA850 FXN act, DAX1 inh-2, ssDAF-12 act, DAX1 inh-1, hcDAF-12 act, HGIII-sPLA2 inh, SMARCA2 act, NR1D1 modulator, hgDAF12 agonist
20	COc1ccc(CN(Cc2ccccn2)C(=O)CN2C(=O)C(C)Oc3ccccc32)cc1 (stereo not drawn)
 : 0.6, 4, -1.9, -1.7, -1.9, 0.7, -1.8, -1, -1, 2, -1.6
11	CC(C)(C)NC(=O)COc1ccc(CNc2ccc3[nH]c(=O)[nH]c3c2)cc1
 : -0.6, -314, 2.7, -0.4, -0.8, 0.5, 0.1, -5, -2, 8, 1.0

Later entries.
The line under a structure holds: PG9 binder, PLC-beta3 inh, GAA850 FXN act, DAX1 inh-2, ssDAF-12 act, DAX1 inh-1, hcDAF-12 act, HGIII-sPLA2 inh, SMARCA2 act, NR1D1 modulator, hgDAF12 agonist
21	COc1ccc(S(=O)(=O)N2CCC(=O)N2)cc1
 : -0.4, 0, 1.1, -0.7, -0.8, 0.1, -1.1, 8, -3, 5, 0.5
22	CC(C)CN1CCN(Cc2c[nH]c3ccccc23)CC1CCO (stereo not drawn)
 : -0.4, -8, 1.0, 0.0, 0.6, -0.7, 3.0, -13, -2, 0, 1.2
23	N=c1c2c(-c3ccccc3)c(-c3ccccc3)oc2ncn1CCN1CCOCC1
 : -1.7, -87, 6.4, -1.1, -1.5, -1.0, -3.4, -26, -3, -1, -4.0
24	COc1ccc(NC(=O)CSc2ncnc3sc(C)cc23)cc1
 : 0.7, 0, -0.8, -0.2, -1.4, 0.1, -3.0, -3, -2, -2, -0.6
25	O=C(c1cc([N+](=O)[O-])ccc1N1CCCC1)N1CCCC1
 : -0.7, -39, 0.6, 0.0, -1.4, 0.3, -1.5, -2, -1, 7, -1.3
26	CC(C)c1ccc(NC(=O)Nc2nc(CN)cs2)cc1
 : -1.6, 2, 4.0, 1.8, -0.7, nt, 1.2, 15, 0, 0, 12*
27	O=C(C1=C(O)C(=O)N(Cc2ccco2)C1c1cccc([N+](=O)[O-])c1)c1ccco1 (stereo not drawn)
 : -2.5, -7, 1.8, 1.2, -1.7, 0.8, 0.1, -5, 3, 4, -3.1
28	O=C(NCc1ccc(F)cc1Cl)C1CC(=O)N(C2CCCCCCC2)C1 (stereo not drawn)
 : 0.7, -4, 0.9, -0.1, -1.0, -0.5, -1.3, -1, -4, -2, 4.5
29	CC1CCCN(CCOc2cccc(Oc3ccccc3)c2)C1 (stereo not drawn)
 : -1.6, 2, 1.6, 0.3, -0.8, 0.5, 0.5, -6, 3, 6, -0.6
30	O=[N+]([O-])c1ccc(Cc2ccccn2)c([N+](=O)[O-])c1
 : -0.7, 5, -0.5, -0.7, -2.0, 1.4, 0.5, -2, 3, 3, -0.7
31	C[C@H]1CN=C(Nc2ccccc2)N1CCC1CCCC1
 : 0.7, 2, -2.7, 0.2, -0.7, 0.3, -0.4, 1, 0, 1, 1.1
32	CC1Oc2ccccc2C=C1/C=N/NC(=O)[C@@H](C)NC(=O)OC(C)(C)C (stereo partly drawn)
 : -3.4, -224, -0.9, -1.0, -0.9, 0.1, -1.6, 3, 2, 3, -0.5
33	COc1ccc(-c2cc(C3CC3)nc(SCC(=O)c3cccs3)c2C#N)cc1
 : 0.5, -9, 0.1, -0.1, -1.3, -0.2, -2.6, 12, -3, 88*, -0.6
34	Cc1ccc(CCNC(=O)Cn2ccc3cc(S(=O)(=O)N4CCCC4)ccc32)cc1
 : -2.6, -11, -0.3, -0.9, -1.5, -0.5, -0.9, -9, -1, 4, -2.5
35	O=C(CN1CCN(c2ccc(F)cc2)CC1)Nc1ccc(S(=O)(=O)N2CCOCC2)cc1
 : 0.3, -5, -0.7, -1.1, -1.0, -1.2, 0.2, 6, -2, -2, 0.3
36	CCOC(=O)CC1COCCN1C(=O)c1cc(COc2ccccc2SC)on1 (stereo not drawn)
 : -1.7, 3, 0.5, 0.2, -0.9, 0.9, -0.3, -12, -1, 6, 0.2
37	O=C(CN1CCCCCC1)NCCN1C(=O)S/C(=C\c2ccccc2Cl)C1=O
 : -1.4, -3, 2.8, 0.1, -1.4, -0.2, -0.9, -7, -1, -4, -3.5
38	COc1cc2c(cc1OC)CN(C(=O)CNS(=O)(=O)c1ccc(C)c(C)c1)CC2
 : 0.6, -13, 0.5, -0.4, -0.9, -0.1, -1.0, -3, -2, -6, 0.2
39	Cc1cc(C)n2nc(SCC(=O)Nc3ccc(F)cc3[N+](=O)[O-])nc2n1
 : 2.6, -7, -1.2, 0.0, -1.1, 0.1, 0.2, 18, -3, 1, -3.0
40	CC(=O)OCc1cc(=O)n(C)c(=O)n1C
 : -0.6, 3, -0.5, -0.1, -1.4, 0.0, -0.1, 0, -2, 1, 0.8

Structures listed above that bear a hit mark in DAX1 inh-1.
#	Structure	PG9 binder	PLC-beta3 inh	DAX1 inh-2	ssDAF-12 act	DAX1 inh-1	hcDAF-12 act	HGIII-sPLA2 inh	SMARCA2 act	NR1D1 modulator
13	CN(Cc1ccc(C(C)(C)C)cc1)C(=O)C1CCN(C(=O)Nc2ccccc2)CC1	2.5	-1	-2.1	-1.4	7.6*	-2.7	4	-2	-7

The results go on.
The line under a structure holds: PG9 binder, PLC-beta3 inh, GAA850 FXN act, DAX1 inh-2, ssDAF-12 act, DAX1 inh-1, hcDAF-12 act, HGIII-sPLA2 inh, SMARCA2 act, NR1D1 modulator, hgDAF12 agonist
41	COc1ccc2c(c1)C(=O)CC(c1ccccc1F)O2 (stereo not drawn)
 : 4.2, -267, 4.3, 0.2, -0.7, 1.9, -2.0, -5, 3, -4, 2.6
42	S=c1nn[nH]c2ccccc12
 : -0.6, 4, 2.1, 0.0, 0.3, -1.5, 4.0, 23*, -2, 2, -0.6
43	Cc1ccc2[nH]c3c(c2c1)CCc1cn[nH]c1-3
 : -2.2, -61, -4.3, -1.9, -2.5, -1.8, -2.6, -44, -4, -1, -6.4
44	C/C(=N\NC(=O)COc1cccc(Br)c1)c1ccc2c(c1)OCCO2
 : -1.4, -10, -0.2, 0.8, -0.9, 0.4, -0.8, -6, 1, 1, -1.0
45	Cc1cc2oc(=O)ccc2cc1[N+](=O)[O-]
 : -2.6, 4, -0.8, 0.2, -1.1, -0.7, -1.7, -1, 1, -3, 0.9
46	Cc1cc(=O)n2c(C(=O)Nc3ccc(C)c(C)c3)c(C(=O)Nc3ccccc3)sc2n1
 : 0.9, -6, -0.8, -0.3, -1.9, -0.2, -1.5, -4, -1, 0, 1.6
